NPC1 prom act: activates the NPC1 promoter; Huh7 NPC1 promoter luciferase reporter, 24 h; hit rate 2.4% among 320,000; Potency, µM (top dose mostly 9.22 µM), inactives show top-dose activation, actives largely listed as activators;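 further: % of control where 0% means no effect; nearly all actives have a fitted effect of over 60% in size; reporter is driven by a mutant NPC1 promoter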
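NPC1 promoter–luciferase Huh7 cells; 24 h compound; luminescence.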
ELG1 genotox: genotoxicity induction in ELG1-luciferase HEK293T cells. HEK293T ELG1-luciferase reporter, luminescence, 16 h. Potency, µM (doses to about 46 µM), inactives show top-dose activity change, positive = activation, most hits filed as activators. hit rate 1.3% among 330,000; further: % of control where 0% means no effect; nearly all actives have a fitted effect of over 60% in size
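HEK293T cells expressing luciferase-tagged ELG1 were exposed to compound or DMSO vehicle for 16 hr at 37 °C and 5% CO2. Luciferase activity was then measured with ONE-Glo after 30 min at room temperature.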
BRCA1 expr up: increases BRCA1 expression; MCF7-BRCA1-FFLuc reporter, luminescence, 48 h; response scale: scaled: vehicle 0%, 10 µM genistein 100%; Potency, µM (top dose mostly 46.1 µM), for inactives: at the top dose activation, actives largely listed as activators; hit rate 1.1% among 380,000; AID 624202; further: nearly all actives have a fitted effect of over 80% in size; some results filed as inactive show a strong effect at the top dose
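MCF7-BRCA1-FFLuc cells, 2000/well in phenol-red-free MEM, attached 2 h then treated 48 h at 37 C. Luciferase luminescence read 15 min after reagent; normalized to genistein maximum activation (10microM) and DMSO, concentration-response fitted.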
uPA generation: inhibitors of cell surface uPA generation. cell surface uPA generation assay, qHTS. Potency, µM (titrated, usually from 38.3 µM), inactives show at the highest dose activity change, negative = inhibition, most hits filed as inhibitors. hit rate 0.31% among 330,000; active means well fitted inhibition curve with a large enough effect; inconclusive means small, poorly fitted or top-dose-only effect; inactive means no such curve, though single readings can be large or run the other way; tested in mouse RAW 264.7 cells; further: on the % scale 0 is the no-effect control and ±100 the full control effect; nearly all actives have a fitted effect of over 55% in size
VP16 counter: inhibits Gal4-VP16 luciferase reporter, ROR gamma counter-screen | Drosophila S2 Gal4-VP16 UAS-luciferase, luminescence, 20 h | Potency, µM (titrated, usually from 53.6 µM), inactives show top-dose activity, negative = inhibition, most hits filed as inhibitors | hit rate 3.5% among 310,000;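 further: Gal4-VP16 expression switched on by copper sulfate through the metallothionein promoter; on the % scale 0 is the no-effect control and ±100 the full control effect; nearly all actives have a fitted effect of over 50% in size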
MBNL1 CUG block: MBNL1-poly(CUG) RNA binding inhibition; Potency, µM (series often up to 57.5 µM), without a hit: top-dose activity change, negative = inhibition, most hits filed as inhibitors; TR-FRET MBNL1-His/biotin-(CUG)12 binding, 665/545 ratio; AID 2675; Q9NR56; hit rate 0.036% among 280,000; active means well fitted inhibition curve with a large enough effect in the signal ratio, with a control signal flat, not every such curve was filed as active; inconclusive means small, poorly fitted or top-dose-only effect, or effect the other way, or a change in a side signal; inactive means no such curve, though single readings can be large or run the other way; the % refers to the signal ratio; further: on the % scale 0 is the no-effect control and ±100 the full control effect
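TR-FRET between His-tagged MBNL1 and biotin-(CUG)12 RNA, detected with Tb anti-His antibody (0.055 ng/ul) and streptavidin-XL665 (5 nM), 60 min at room temperature. Compounds titrated 92 nM to 58 uM; 665/545 nm ratio normalized to buffer and complex controls.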
p53 reactivator: mutant p53 re-activation in reporter cells | H1299 p53-A138V BP100-luciferase reporter, luminescence, 24 h | Potency, µM (series often up to 92.2 µM), for inactives: at the highest dose activity change, positive = activation, hits mostly activators | hit rate 0.063% among 320,000 | AID 504706; further: % of control where 0% means no effect; nearly all actives have a fitted effect of over 45% in size
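H1299 (p53-null), stable ts p53-A138V + BP100-Luc; 1000 cells/well, Opti-MEM/10% FBS; cpd 4 pt, 1:5; 24 h, 37 deg C, 5% CO2; detection reagent 10 min RT; luminescence.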
RORgamma inh: blocks mouse ROR gamma transcriptional activity; Potency, µM (doses to about 53.6 µM), inactives show at the top dose activity change, negative = inhibition, usual class: inhibitors; hit rate 5.4% among 310,000; Drosophila S2 Gal4-RORgamma UAS-luciferase reporter, 20 h; P51450; AID 2551; further: on the % scale 0 is the no-effect control and ±100 the full control effect; nearly all actives have a fitted effect of over 60% in size
Target sequence (P51450 whole entry, looked up, the tested form may be a part): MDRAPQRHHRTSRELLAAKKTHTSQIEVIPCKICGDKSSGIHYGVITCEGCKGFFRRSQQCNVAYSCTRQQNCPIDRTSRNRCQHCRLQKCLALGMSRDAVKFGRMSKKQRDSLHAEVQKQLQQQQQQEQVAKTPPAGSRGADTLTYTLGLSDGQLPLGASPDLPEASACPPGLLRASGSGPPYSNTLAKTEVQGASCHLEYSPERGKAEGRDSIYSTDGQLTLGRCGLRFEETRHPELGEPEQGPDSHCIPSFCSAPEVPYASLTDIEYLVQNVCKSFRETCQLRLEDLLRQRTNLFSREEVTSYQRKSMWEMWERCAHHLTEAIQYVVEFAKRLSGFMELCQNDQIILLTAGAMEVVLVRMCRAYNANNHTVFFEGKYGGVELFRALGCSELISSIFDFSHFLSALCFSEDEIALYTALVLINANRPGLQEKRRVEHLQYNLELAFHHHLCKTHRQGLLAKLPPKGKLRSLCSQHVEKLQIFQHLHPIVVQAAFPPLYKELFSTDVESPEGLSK
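Drosophila Schneider cells stably carrying a metallothionein-driven Gal4 DBD–ROR gamma fusion and a UAS-Photinus luciferase reporter were exposed to compound for 1 hr, then induced with copper sulfate (700 uM final) for 20 hr at ambient temperature before luminescence reading.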
Rab9 promoter act: Rab9 promoter activation; Potency, µM (series often up to 9.22 µM), inactives show at the top dose activation, negative = inhibition, hits mostly activators; Huh7 Rab9 promoter-luciferase reporter, luminescence, 24 h; hit rate 2.8% among 320,000; further: % of control where 0% means no effect; nearly all actives have a fitted effect of over 60% in size
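Cells were plated at 1500 per well in reduced-serum medium with 10% FBS and left 2 h. Compound in DMSO was then added for 24 h at 37 °C. Reporter signal was read by luminescence after 10 min with luciferase detection reagent.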
FLuc modulator: counter-screen for miR-21 project: firefly luciferase inhibitors or activators; P08659; purified FLuc, Km substrates, luminescence inhibition; Potency, µM (doses to about 57.5 µM), without a hit: at the highest dose activity change, negative = inhibition, actives largely listed as inhibitors; hit rate 6.9% among 360,000; AID 588342;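 further: plate controls were vehicle for no effect and reference inhibitor for full effect; nearly all actives have a fitted effect of over 55% in size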
Target sequence (P08659 whole entry, looked up): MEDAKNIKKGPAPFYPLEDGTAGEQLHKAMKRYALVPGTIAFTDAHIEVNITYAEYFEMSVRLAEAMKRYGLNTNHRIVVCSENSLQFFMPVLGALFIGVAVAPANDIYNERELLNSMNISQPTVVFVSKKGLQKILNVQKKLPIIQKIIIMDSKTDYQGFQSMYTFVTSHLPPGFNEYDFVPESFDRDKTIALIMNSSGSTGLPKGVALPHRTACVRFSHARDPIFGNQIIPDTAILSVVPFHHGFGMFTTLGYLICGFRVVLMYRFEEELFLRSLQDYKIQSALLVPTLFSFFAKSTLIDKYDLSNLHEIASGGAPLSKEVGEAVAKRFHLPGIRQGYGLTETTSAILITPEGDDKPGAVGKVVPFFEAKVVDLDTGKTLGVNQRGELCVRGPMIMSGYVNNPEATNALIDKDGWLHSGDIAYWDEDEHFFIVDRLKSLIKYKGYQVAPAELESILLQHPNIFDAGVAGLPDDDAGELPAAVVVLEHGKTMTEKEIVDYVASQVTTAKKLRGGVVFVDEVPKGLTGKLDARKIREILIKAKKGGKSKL
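Biochemical qHTS of compounds, final roughly 60 µM downward over six points, against 10 nM purified firefly luciferase using Km concentrations of substrates (10 uM D-luciferin, 10 uM ATP) in Tris acetate pH 7.5 buffer; luminescence output.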
Numbers without * were called inactive; ? = inconclusive; . = no result given; & = joins results of further samples. Unless noted, the call rests on the fitted dose curve; in most records, active means well fitted curve in the direction sought with a large enough effect; inconclusive means small, poorly fitted or top-dose-only effect, or another doubt; inactive means no such curve, though single readings can be large; an effect the other way counts as inactive or inconclusive. Potency means the concentration at half of the fitted maximal effect. The order is random, and some 13% of all compounds hit somewhere here.

SMILES	NPC1 prom act	ELG1 genotox	BRCA1 expr up	uPA generation	VP16 counter	MBNL1 CUG block	p53 reactivator	RORgamma inh	Rab9 promoter act	FLuc modulator
CCN1C(=O)C2(C(C#N)=C(N)Oc3n[nH]c(C(C)C)c32)c2ccccc21 (stereo not drawn)	-3.6%	5.1%	1.4%	-0.9%	-27.0%	-2.5%	-14.1%	-5.5%	-6.4%	8.6%
c1ccc(-n2nnnc2Oc2ccc(-c3nnco3)cc2)cc1	-4.0%	0.5%	-13.5%	-17.8%	-14.0%	-12.1%	?	-1.9%	-3.2%	3.6%
O=C1C2C3C=CC(C4CC34)C2C(=O)N1c1cc(Cl)ccn1 (stereo not drawn)	-1.8%	-1.2%	-1.0%	0.5%	1.3%	-2.9%	-1.6%	2.0%	1.6%	-19.2%
Cc1noc(C)c1NC(=O)N1CCN(Cc2ccccc2)CC1	-6.2%	1.1%	-20.1%	-10.0%	-16.1%	.	-1.8%	-15.0%	12.5%	1.1%
CN(C)C(=O)/C(=C/c1cn(-c2ccccc2)nc1-c1cccc([N+](=O)[O-])c1)NC(=O)c1ccccc1	-2.5%	0.8%	-25.6%	-1.2%	-0.5%	-1.8%	3.9%	29.8%	-1.5%	2.9%
COc1cc2c(cc1OC)-c1cc(NC3CCCCC3)nc(=O)n1CC2	-3.4%	?	-22.8%	-5.0%	1.9%	-3.3%	-15.9%	-31.1%	-2.8%	-14.0%
CN1CCc2c(sc(NC(=O)c3ccc(S(=O)(=O)N4CCCCCC4)cc3)c2C(N)=O)C1	-2.7%	?	-51.9%	3.8%	?	8.7%	?	?	6.9%	-13.7%
Cc1c(O)c2ccccc2oc1=O	-1.9%	1.5%	-10.0%	2.6%	0.0%	-9.5%	2.6%	-9.9%	-0.1%	-5.3%
CC(=O)c1cccc(S(=O)(=O)N2CCN(c3ccccc3F)CC2)c1	-6.5%	-8.9%	3.9%	-0.5%	2.1%	-3.7%	-3.4%	2.3%	-0.9%	2.2%&3.7%
C=CCn1c(-c2cccnc2Cl)nc2cc(Cl)c(Cl)cc21	2.8%	-0.9%	-38.0%	.	3.1%	3.1%	3.0%	2.4%	4.4%	-0.7%
CCCC(C)C(=O)NCc1ccccc1OC (stereo not drawn)	0.3%	-1.4%	-1.0%	0.1%	0.2%	-5.9%	-4.3%	-7.2%	-0.1%	3.6%
O=c1c2ccccc2nnn1CSc1nnc(COc2ccc(Cl)cc2)n1Cc1ccco1	4.3%	1.5%	-58.8%	-1.6%	-16.8%	-7.3%	1.9%	-14.5%	-3.3%	-15.1%
O=C(O)c1ccc(NS(=O)(=O)c2ccc3c(c2)C(=O)c2cc(S(=O)(=O)Nc4ccc(C(=O)O)cc4)ccc2-3)cc1	7.8%	-1.1%	34.3%	-0.8%	-2.3%	?	1.5%	2.4%	1.0%	23.9µM*
O=C(O)CSc1c(-c2ccccc2)c2cc(Cl)ccc2[nH]c1=O	-1.8%	1.5%	5.4%	0.2%	?	?	-7.7%	?	3.5%	6.3%
CN(Cc1ccccc1)C(=O)COC(=O)c1ccc(-n2cnnn2)cc1	-0.5%	-0.1%	-13.9%	6.9%	.	.	4.3%	.	1.2%	0.8%
Cn1c(Cc2ccccc2)nnc1SCc1nc2ccccc2c(=O)[nH]1	0.1%	3.2%	-8.5%	0.2%	-7.5%	-6.1%	2.4%	14.4%	1.7%	1.5%
Cc1ccc(OCC(=O)Nc2cc(-c3nn4c(C)nnc4s3)ccc2C)cc1	-5.8%	0.6%	6.1%	-1.5%	1.9%	5.6%	-0.5%	14.0%	-3.6%	-0.3%
CC(C)N(C)CCOC(=O)c1ccccc1Cl	-5.5%	6.7%	-5.5%	2.4%	-4.2%	.	-1.3%	-8.8%	11.8%	3.3%
CS(=O)(=O)N(CC(=O)Nc1ccccc1C(=O)NCc1ccccc1)c1ccc2c(c1)OCCO2	-4.6%	-6.4%	-6.1%	.	9.3%	-1.9%	-3.8%	-12.4%	-4.2%	5.3%
O=C(CCC(=O)N1CCOCC1)NCCc1ccc(F)cc1	-0.3%	1.1%	-22.7%	-5.5%	.	.	-2.0%	.	-4.1%	5.5%
CCC(C)(C)NC(=O)CN(C(=O)CCC(=O)Nc1cc(C)ccn1)c1ccc2c(c1)OCCO2	-3.5%	0.4%	12.0%	-3.4%	-1.2%	-9.8%	6.4%	-1.0%	-4.3%	-16.9%
O=C(NCc1ccc(F)cc1)C1CCN(S(=O)(=O)c2ccc3c(c2)OCCCO3)CC1	0.8%	-2.2%	-21.5%	3.4%	-2.0%	-6.3%	-3.9%	8.0%	-0.9%	3.0%
CC(C)c1cc(C(=O)Nc2cccc(C(F)(F)F)c2)no1	-1.9%	?	37.2%	-6.6%	17.3%	-3.8%	8.7%	?	-4.6%	15.1µM*
O=C(COC(=O)c1ccc2c(c1)OCCO2)Nc1cccc(S(=O)(=O)N2CCOCC2)c1	-5.7%	3.3%	-3.6%	-4.9%	-5.3%	-1.3%	-3.2%	22.7%	-1.6%	?
O=C(Nc1ccccc1N1CCN(C(=O)c2ccc(Cl)cc2)CC1)c1cc(Br)ccc1Cl	-3.7%	-3.1%	-32.5%	0.6%	-6.5%	5.4%	-1.7%	-2.9%	-5.5%	-0.3%
Other records follow:
SMILES	NPC1 prom act	ELG1 genotox	BRCA1 expr up	uPA generation	VP16 counter	MBNL1 CUG block	p53 reactivator	RORgamma inh	Rab9 promoter act	FLuc modulator
CC(Oc1cccc(Cl)c1)c1ccnc2nc(/N=C/N(C)C)nn12 (stereo not drawn)	-3.2%	8.0%	-26.5%	-7.3%	-3.9%	-12.4%	-2.5%	24.7%	4.0%	-1.7%
CC1(C)Cc2c(C#N)c(SCc3ccccc3)nc(N3CCOCC3)c2CO1	-1.2%	-9.0%	-36.7%	-13.3%	-7.5%	4.3%	9.9%	4.0%	-8.4%	5.3%
CCCc1cc(=O)n2[nH]c(SCc3ccc(Cl)cc3)nc2n1	-0.4%	-0.6%	7.9%	?	3.5%	-1.8%	11.4%	-6.3%	9.1%	-5.6%
CN(Cc1cccc(Cl)c1Cl)C(=O)CCNC(=O)c1ccco1	.	2.3%	18.6%	7.0%	.	.	-5.4%	.	.	.
O=C(NCc1n[nH]c(=S)n1-c1cccc(C(F)(F)F)c1)c1ccc(S(=O)(=O)N2CCCCC2)cc1	-0.8%	3.0%	-27.7%	2.3%	7.1%	-8.4%	-6.9%	-11.0%	-0.9%	0.3%
O=C1N=C(N2CCOCC2)S/C1=C\c1ccccc1OS(=O)(=O)c1ccccc1	-2.6%	-5.5%	-4.9%	5.1%	-0.9%	-0.2%	2.3%	-9.2%	-0.3%	3.7%
Cc1ccc(-n2nnnc2SC(C)C(=O)Nc2ccc(Cl)cn2)cc1 (stereo not drawn)	3.2%	-9.1%	5.0%	-11.0%	-15.9%	-13.5%	7.0%	-8.2%	0.4%	-5.8%
Cc1nn(CC(=O)N/N=C/c2ccc3c(c2)OCO3)c(C)c1Br	-3.5%	0.0%	-8.7%	-3.9%	-5.9%	-7.9%	-3.7%	17.5%	1.7%	0.7%
COc1ccc(C2CC(C(F)(F)F)n3nc(C(N)=O)c(Cl)c3N2)cc1OC (stereo not drawn)	0.2%	-3.7%	-28.3%	-2.3%	-12.3%	5.3%	-3.6%	?	-4.3%	5.5%
CN(C(=O)COc1ncnc2c1cnn2-c1ccccc1)C1CCCCC1	-0.4%	2.0%	-25.0%	-0.8%	-0.5%	-6.5%	2.7%	-6.0%	-10.6%	4.1%
NS(=O)(=O)c1ccc(NC(=O)Cn2ncc3c2-c2ccccc2OC3)cc1	-0.1%	-3.8%	3.7%	-18.7%	-17.5%	-1.1%	-1.1%	-11.2%	0.5%	1.2%
Cc1ccc(N2C(=O)c3ccc(C(=O)O)cc3C2=O)cc1C	1.0%	-0.2%	4.2%	.	?	?	1.9%	-12.1%	-3.4%	-7.6%
Cc1ccc(OCCCNC2CCCC2)cc1	0.5%	-0.5%	0.1%	0.7%	?	0.4%	-1.1%	0.5%	0.7%	-1.0%
Cc1ccc(-c2nc(N)sc2C)cc1	5.5%	12.4%	69.3%	7.8%	23.1%	-6.7%	26.0%	-9.0%	18.3%	?
COc1ccccc1NC(=O)Nc1cc(C(C)C)ccc1C	0.7%	6.4%	-33.3%	3.8%	-26.8%	6.6%	4.8%	-34.4%	-2.5%	1.1%
COc1ccc(NC(=O)Cc2ccccc2)cc1	22.7%	14.8%	?	3.3%	-15.7%	2.3%	?	5.1%	?	?
O=C(CN1CCN(Cc2ccccc2Cl)CC1)N/N=C/C=C/c1ccco1	-3.6%	2.7%	-16.9%	-1.1%	14.9%	16.4%	-4.0%	1.0%	-3.0%	-1.4%
Cc1nn(Cc2c(Cl)cccc2Cl)c(C)c1NC(=O)CCCn1nc([N+](=O)[O-])c(Cl)c1C	-1.1%	-4.5%	-12.2%	-2.9%	-20.3%	?	-8.1%	?	-4.0%	-0.3%

Copied from the list:
VP16 counter, `Cn1c(Cc2ccccc2)nnc1SCc1nc2ccccc2c(=O)[nH]1` is entered as -7.5%
NPC1 prom act, `O=c1c2ccccc2nnn1CSc1nnc(COc2ccc(Cl)cc2)n1Cc1ccco1` is entered as 4.3%

Source: PubChem
